High-throughput results from PubChem BioAssay.
VEEV TC-83 Vero: inhibitors of VEEV TC-83 cytopathic effect, confirmation, Vero cells (AID 588727) | inhibition, % at 20 µM; hits with a dose series show IC50 in µM | Vero cells, VEEV TC-83 cytopathic effect inhibition; higher % means a stronger effect | 350,000 tested, 0.13% active; in the data active = a potency from the dose series; inconclusive = inhibition mostly from about 14% at the one dose, without a potency; inactive = the rest, 99 in 100 with inhibition below about 12%; note: strong numbers were not always called active
Salmonella PhoP GFP: PhoP regulon inhibitors, Salmonella typhi PhoP promoter GFP reporter, confirmatory (AID 1850); 310,000 tested, 0.33% active; one-dose inhibition, % at 50 µM; IC50 in µM for titrated hits; Salmonella Typhi PhoP-promoter GFP reporter, fluorescence, 4 h; higher % means a stronger effect; in the data active = a potency from the dose series; inconclusive = inhibition mostly from about 25% at the one dose, without a potency; inactive = the rest, 99 in 100 with inhibition below about 19%;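 note: 0% = induced wells with vehicle and 100% = uninduced wells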
influenza NS1A: NS1A inhibition, H1N1 influenza, cell based functional assay (AID 504329); NS1A functional cell-based assay, percent inhibition; higher % means a stronger effect; inhibition, % at 12.5 µM, or IC50 in µM where a hit was titrated; 340,000 tested, 0.3% active; in the data active = a potency from the dose series; inconclusive = inhibition above about 27% without an active follow-up result; note: strong numbers were not always called active
tuberculosis growth: growth inhibition of non-replicating M. tuberculosis (AID 488890); inhibition, % at 25 µM, or IC50 in µM where a hit was titrated; 320,000 tested, 0.39% active; Mycobacterium tuberculosis non-replicating, growth inhibition; higher % means a stronger effect; in the data active = a potency from the dose series; inconclusive = inhibition mostly from about 82% at the one dose, without a potency; inactive = the rest, 99 in 100 with inhibition below about 76%;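 note: plate controls were DMSO cells for no effect and high antibiotic wells for full effect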
H37Rv inhibition: M. tuberculosis growth inhibition, HTS (AID 449762) | inhibition, % at 25 µM, or IC50 in µM where a hit was titrated | M. tuberculosis H37Rv growth inhibition, 7H9 media; higher % means a stronger effect | 330,000 tested, 0.59% active; in the data active = a potency from the dose series; inconclusive = inhibition above about 70% without an active follow-up result;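 note: bacterial growth assessed after seven days of incubation; strong numbers were not always called active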
VEEV TC-83 Vero 10K pilot screen: further read-out of VEEV TC-83 Vero, marked with its call; inhibition, %; measured here: 10K pilot screen inhibition
An asterisk follows results filed as active; i = inactive; ? = inconclusive; nt = not tested or not shown. Compounds as they come. About 1.6% of those tested had a hit in this group.

SMILES	VEEV TC-83 Vero	Salmonella PhoP GFP	influenza NS1A	tuberculosis growth	H37Rv inhibition	others
O=C(CN1C(=O)c2ccccc2C1=O)Nc1sc2c(c1C(=O)NCC1CCCO1)CCC2 (stereo not drawn)	1.4%	-10.4%	1.6%	-11.8%	-1.6%
O=C(N/N=C\c1ccco1)Nc1cccc(Cl)c1	i	4.3%	5.7%	24.6%	6.2%
CN(C(=O)c1ccc2c(=O)n3c(nc2c1)CCCCC3)c1ccccc1Cl	2.7%	4.8%	5.9%	-6.1%	-7.2%
Cc1nc(SC(C)C)[nH]c(=O)c1Cc1ccccc1	i	-4.8%	8.2%	17.0%	-0.2%
CC(=O)NC(=S)Nc1cccc(S(=O)(=O)NC2=NCCC2)c1	i	-2.1%	20.7%	-7.9%	-1.5%
COc1ccc2nccc(/C=C/c3ccnc4ccc(OC)cc34)c2c1	6.3%	-6.7%	nt	30.8%	2.6%
COC(=O)[C@@H]1CCCN1Cc1c(C(=O)N2CCCCC2)nc2c(C)cccn12	6.0%	4.1%	-0.8%	-18.2%	-5.7%	VEEV TC-83 Vero 10K pilot screen=0.9
CCCCn1c(N)c(N(CCOC)C(=O)C2CCN(C(=O)c3ccccc3C)CC2)c(=O)[nH]c1=O	0.8%	-3.1%	-11.6%	-3.2%	-7.8%
CC(NCC(c1ccco1)N1CCCCC1)C(=O)NC1CCCC1 (stereo not drawn)	i	-4.9%	-2.1%	62.4%	-4.2%
COCc1c(Br)c(C)nc(OCC(=O)N/N=C/c2ccc(C)o2)c1C#N	0.7%	-7.3%	-2.3%	8.1%	-0.4%
COc1cc2c(cc1OC)CN(C(=S)Nc1ccccc1)CC2	0.4%	1.5%	0.4%	4.2%	-0.2%
NC(=O)c1ccsc1NC(=O)COC(=O)CCOc1ccccc1	i	3.0%	-6.0%	22.1%	-0.5%
Cc1nn(CC(=O)N2CCN(Cc3ccccc3)CC2)c(=O)c2ccccc12	1.2%	5.3%	-1.2%	-0.9%	-4.1%
CCOC(=O)N/N=C(/c1ccccc1)C1CCCCC1	0.1%	6.2%	4.2%	23.8%	-1.5%
O=C(CN1C(=O)NC2(CCCC2)C1=O)Nc1cccc(Cl)c1	i	2.7%	8.5%	7.0%	-0.8%
C/C(=N/NC(=O)c1sc(NS(=O)(=O)c2ccccc2)nc1C)c1ccc(F)cc1	0.5%	0.4%	-3.9%	18.9%	3.7%
Cc1csc(NC(=O)CSc2nnc(C)n2Cc2ccco2)n1	i	3.5%	5.8%	-4.0%	-0.3%
COc1ccc(C2C(C(=O)N3CCCCC3)CCC(=O)N2c2cc(OC)c(OC)c(OC)c2)cc1 (stereo not drawn)	1.1%	19.2%	11.8%	-2.2%	-4.4%
CC(=O)NNc1nc(-c2ccccc2)cs1	1.1%	9.8%	-5.8%	7.1%	0.7%
CN(C)c1ccc(-c2noc(C3CCN(S(=O)(=O)c4cccc(Cl)c4)CC3)n2)cc1	4.5%	-11.2%	7.8%	-3.1%	1.3%

Pulled by compound from above:
SMILES	VEEV TC-83 Vero	Salmonella PhoP GFP	influenza NS1A	tuberculosis growth	H37Rv inhibition	others
CN(C)c1ccc(-c2noc(C3CCN(S(=O)(=O)c4cccc(Cl)c4)CC3)n2)cc1	4.5%	-11.2%	7.8%	-3.1%	1.3%
CC(NCC(c1ccco1)N1CCCCC1)C(=O)NC1CCCC1 (stereo not drawn)	i	-4.9%	-2.1%	62.4%	-4.2%
O=C(N/N=C\c1ccco1)Nc1cccc(Cl)c1	i	4.3%	5.7%	24.6%	6.2%
O=C(CN1C(=O)c2ccccc2C1=O)Nc1sc2c(c1C(=O)NCC1CCCO1)CCC2 (stereo not drawn)	1.4%	-10.4%	1.6%	-11.8%	-1.6%
COc1ccc2nccc(/C=C/c3ccnc4ccc(OC)cc34)c2c1	6.3%	-6.7%	nt	30.8%	2.6%

The listing continues:
SMILES	VEEV TC-83 Vero	Salmonella PhoP GFP	influenza NS1A	tuberculosis growth	H37Rv inhibition	others
O=S1(=O)CCC(NC(=S)Nc2ccc3ccccc3c2)C1 (stereo not drawn)	1.5%	0.2%	-19.5%	74.1%	12.6%
O=C(Nc1ccc(F)cc1)NC1(C(=O)NCc2ccc3c(c2)OCO3)CCCCC1	6.4%	-5.8%	4.6%	7.3%	-1.9%
CCCCn1nnc(N(C(=O)c2cccs2)C(=O)c2cccs2)n1	0.4%	nt	-7.7%	nt	nt
CC(=O)CCC(=O)NC1CCCc2c1cnn2-c1ccc(C(C)(C)C)cc1 (stereo not drawn)	0.8%	1.8%	-4.5%	52.5%	-2.6%
CCN(CC)S(=O)(=O)c1cccc(C(=O)Nc2nnc(C)s2)c1	2.4%	-1.4%	27.3%	4.3%	-2.8%
Cc1ccc(S(=O)(=O)NC(C)C(=O)Nc2ccccc2C(=O)N2CCCC2)cc1 (stereo not drawn)	i	-7.6%	-12.4%	-7.6%	-1.0%
CCN(CC)S(=O)(=O)c1cccc(NC(=O)Nc2cccc(C(F)(F)F)c2)c1	5.7%	13.8%	3.8%	52.0%	98.3%
COc1ccc(N(CC(=O)NCCSC2CCCCC2)S(=O)(=O)c2ccccc2)c(OC)c1	4.6%	8.4%	1.2%	7.4%	0.9%
CC(C)CC(=O)NNC(=O)C(C)C	i	3.8%	-5.5%	-1.1%	-1.6%
COc1ccc(Cn2c(C3CC3)nc3ccc(NC(C)=O)cc3c2=O)cc1	i	-9.1%	2.1%	-10.4%	5.8%
CCC(=O)Nc1ccccc1Nc1cc(C#N)c(C#N)cc1[N+](=O)[O-]	0.7%	3.7%	-8.5%	1.5%	3.6%
CCCCn1c(=O)c2c(nc3n2CCCN3Cc2ccccc2)n(C)c1=O	3.5%	nt	26.1%	nt	nt
O=C(Nc1ccccc1N1CCN(c2ccc(F)cc2)CC1)C12CC3CC(CC(C3)C1)C2	3.8%	5.4%	4.6%	7.8%	-5.8%
COC(=O)CCCCCCCCC(O)C[N+]1(C)CCOCC1 (stereo not drawn)	4.2%	-0.7%	nt	7.4%	-0.7%
CC(=O)NS(=O)(=O)c1ccc(NC(=O)/C=C/c2ccccc2)cc1	2.2%	-4.5%	7.1%	-5.9%	0.6%
COc1ccccc1NC(=O)CSC(N)=O	9.0%	-6.1%	-23.9%	14.4%	-7.4%
COc1ccc(C(=O)O)cc1S(=O)(=O)NCc1cccnc1	0.0%	4.6%	-2.2%	3.6%	2.6%
CCOc1ncccc1C(=O)N1CCN(S(=O)(=O)c2ccc3c(c2)OCCO3)CC1	1.2%	nt	-2.0%	-0.4%	-4.1%
CC(C)c1ccc(/C=N/NC(=O)c2ccccc2Cl)cc1	10.0%	-3.7%	-3.8%	8.8%	1.2%
NS(=O)(=O)c1ccc(NC(=O)COC(=O)COc2ccc(Br)cc2)cc1	i	7.5%	-1.3%	17.1%	-11.3%
CCc1cc(-c2nc(N)ncc2-c2ccc(Br)cc2)c(O)cc1OC	4.7%	-0.6%	-7.8%	19.2%	14.9%
CC(=O)Oc1ccccc1C(=O)Nc1ccccc1	0.2%	-3.7%	-2.1%	49.9%	1.2%	VEEV TC-83 Vero 10K pilot screen=2.1
CCOc1ncccc1C(=O)Nc1ccccc1F	i	6.2%	-4.3%	-2.9%	-1.3%
CCCCN(C(=O)Cc1ccc2c(c1)OCCO2)c1c(N)n(CC(C)C)c(=O)[nH]c1=O	4.2%	nt	-5.7%	nt	nt
COc1cc(C2CC(c3cccnc3)=NN2c2ccc(F)cc2)cc(OC)c1OC (stereo not drawn)	8.3%	-5.4%	-0.2%	-1.9%	8.7%
Cc1onc(-c2c(Cl)cccc2Cl)c1C(=O)N/N=C(\N)COc1ccc(Cl)cc1	2.2%	3.9%	-160.6%	-1.9%	7.3%
COc1cc(NC(=O)C2=C(C)OCCS2)c(Cl)cc1C(=O)NCCN(C)C	0.7%	3.9%	3.7%	34.5%	-0.3%
C#CCN(C)CC/C=C1\c2ccccc2CSc2ccccc21	i	9.7%	12.1%	44.6%	-0.2%	VEEV TC-83 Vero 10K pilot screen=3.5
CN1C(=O)C(O)(C2OC(C)(C)CCC2=O)c2ccccc21 (stereo not drawn)	0.5%	7.0%	-6.3%	-8.2%	-8.2%
COc1ccccc1NC(=O)Nc1nc(CC(=O)N2CCN(c3ccccc3F)CC2)cs1	12.6%	-5.1%	14.2%	34.4%	41.7µM*
Cc1ccc(-n2nnnc2-c2cnoc2-c2cccc(F)c2)cc1	1.4%	5.2%	-24.3%	10.6%	-6.2%
O=C(CCCN1C(=O)CCC1=O)Nc1ccc(Cl)c(C(F)(F)F)c1	3.0%	-5.2%	-4.9%	6.2%	-7.8%
CC(C)Oc1cccc(C(=O)C2CCCN(C(=O)c3ccsc3)C2)c1 (stereo not drawn)	0.8%	20.0%	-4.0%	25.9%	-7.8%
CCOc1cc(NC(=O)CCl)c(OCC)cc1NC(C)=O	13.1%	3.9%	-8.3%	71.1%	<0.2µM*
COc1ccc(OCCn2ccnc2)cc1	i	4.9%	-7.4%	2.3%	7.7%
O=C(CCn1nc(-c2ccccc2)c2ccccc2c1=O)NN1CCOCC1	1.3%	10.7%	0.9%	-11.3%	0.3%
O=C(O)/C=C/C(=O)Nc1ccccc1SC(F)(F)C(F)(F)C(F)(F)F	i	-13.7%	13.4%	33.1%	2.5%
Cc1csc(NC(=O)CSc2nnc(-c3cc(C)on3)o2)n1	1.6%	2.1%	-0.3%	-31.5%	3.4%
CCOC(=O)c1ccc(S(=O)(=O)N2CCN(C(=O)c3ccccn3)CC2)cc1	1.6%	nt	-8.1%	5.3%	6.1%
COCCN1CCN(C(=O)C2CCC(=O)N(Cc3ccccc3OC)C2)CC1 (stereo not drawn)	2.2%	-8.3%	-7.9%	-11.6%	-10.8%
CC1CCN(S(=O)(=O)c2ccc3[nH]c(=O)cc(C(=O)O)c3c2)CC1	0.1%	-3.2%	5.3%	-0.3%	-10.1%
Cc1ccc(C(=O)N[C@H](C(=O)OCC(=O)NC2CCS(=O)(=O)C2)C(C)C)cc1 (stereo partly drawn)	1.5%	-5.0%	-4.3%	-10.3%	-5.9%
COc1cccc(C2Cc3ccccc3C(=O)O2)c1 (stereo not drawn)	0.0%	-0.5%	-7.4%	3.7%	8.3%
CCOC(=O)C(=CNc1nc(-c2ccccc2)c(C(=O)Nc2ccc(-c3ccccc3)cc2)s1)C(=O)OCC	i	-1.5%	-0.8%	-10.9%	4.7%
CC1(C)CC(=O)c2cnc(NC(=O)CSC(=S)N3CCCCC3)nc2C1	0.1%	-3.4%	-0.6%	-3.7%	-2.5%
COC(=O)c1c(NC(=O)c2cccnc2)sc(C(=O)N(C)C)c1C	0.8%	2.4%	-4.4%	3.3%	2.3%
c1ccc(-c2cnc(CN3CCN(c4ccccc4)CC3)o2)cc1	i	-0.7%	-7.8%	48.1%	1.8%
COc1ccc(-c2noc(COc3ccc4c(c3)OCO4)n2)cc1OC	5.8%	-4.2%	5.6%	-3.2%	3.2%
CCC(C)(C(=O)NC1CCCCC1)N(Cc1ccco1)C(=O)c1ccc2c(c1)OCO2 (stereo not drawn)	1.2%	-6.3%	6.7%	15.0%	4.8%
CCCCCCNC(=O)N[C@H](Cc1ccc(O)cc1)C(=O)NCCC[C@H]1CN2C(=NC[C@H]2CCC)N1CC1CCC1	nt	13.3%	nt	?	?
O=C(CN1CCN(c2ncc(C(F)(F)F)cc2Cl)CC1)Nc1ccc2c(c1)OCO2	0.1%	-11.3%	-6.0%	9.0%	5.8%
CCCn1c(C)cc(/C=C(\C#N)C(=O)OCC(=O)Nc2ccc(OC)c(Cl)c2)c1C	1.3%	-2.9%	5.6%	-7.1%	-8.1%
Cc1nc(NC(=O)CSc2nc(N)cc(N)n2)sc1C	2.0%	10.7%	11.3%	13.0%	1.0%
O=C(CN(c1cc(Cl)ccc1Cl)S(=O)(=O)c1ccccc1)N1CCOCC1	5.4%	-3.9%	5.2%	-9.0%	-2.8%
O=C(O)c1cccc(-n2cccc2/C=C2/NC(=O)N(Cc3ccccc3F)C2=O)c1	2.2%	-1.0%	-15.4%	15.5%	1.0%
CCOC(=O)N1CCC(NC(=O)CSCc2nc(-c3ccc(OC)cc3)oc2C)CC1	2.2%	-4.4%	-6.8%	9.6%	-4.7%
Cc1c(NS(=O)(=O)c2ccc3c(c2)c(=O)n(C)c(=O)n3C)c(=O)n(-c2ccccc2)n1C	0.3%	6.4%	-8.7%	-12.3%	2.5%
COc1cccc(S(=O)(=O)Nc2ccc(C(=O)N3CCOCC3)cc2)c1	i	0.2%	-0.6%	1.9%	-3.5%
COc1ccc(C2=CSC3=C(C(=O)c4cccc(S(=O)(=O)N(C)C)c4)CCN23)cc1	i	-7.5%	-21.8%	23.4%	0.4%
